Screens: PubChem, The Scripps Research Institute Molecular Screening Center
V1aR counter – V1a receptor agonism, counter-screen for OXTR agonists; activation, % at 3 µM; actives 0.25% (n = 320,000); CHO-V1R cells, Fluo-8 calcium fluorescence, agonist mode; 0% DMSO, 100% 3 nM vasopressin;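 active means activation above the mean activation of all tested compounds plus 3 SD, per screening run, cut at about 20% in these data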;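 further: signal is peak over basal fluorescence ratio across a 100 second FLIPR read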
OXTR potentiator – human OXTR potentiation; P30559; CHO-OTR cells, Fluo-8 calcium fluorescence, potentiator mode; 0% = oxytocin EC15, 100% = EC100; activation, % at 3 µM; actives 0.061% (n = 320,000); AID 2445;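 active means activation above that plate's cutoff, the mean activation of tested compounds plus 3 SD, cut at about 6.6% in these data, passing the limit was not always enough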;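 further: 100% uses oxytocin at 75 nM as the full agonist control; some results filed as inactive read as strong as hits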
Target sequence (P30559 whole entry, looked up): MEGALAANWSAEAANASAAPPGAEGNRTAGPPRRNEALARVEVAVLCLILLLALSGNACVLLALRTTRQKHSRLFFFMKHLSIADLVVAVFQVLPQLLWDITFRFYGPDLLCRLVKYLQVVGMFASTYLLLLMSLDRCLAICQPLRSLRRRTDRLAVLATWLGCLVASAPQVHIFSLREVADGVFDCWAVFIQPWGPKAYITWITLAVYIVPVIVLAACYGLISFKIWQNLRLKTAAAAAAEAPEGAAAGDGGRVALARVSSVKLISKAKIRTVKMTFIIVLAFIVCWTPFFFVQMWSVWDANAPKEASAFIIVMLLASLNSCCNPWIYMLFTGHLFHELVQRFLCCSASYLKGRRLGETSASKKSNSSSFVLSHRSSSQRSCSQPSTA
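Assay system: CHO-OTR cells, human receptor / Also added: oxytocin at about EC15, sub-maximal agonist stimulus / Dosing: single dose, 3.0 µM nominal final compound concentration / Incubation: 6 min pre-incubation, 100 s read / Technique: Fluo-8 calcium dye fluorescence / Read-out: % activation vs EC15 and EC100 oxytocin / Benchmarks: EC15 oxytocin low, 75 nM oxytocin high / Replicates: singlicate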
CHRM1 agonist – human M1 muscarinic receptor agonism; P11229; CHO-K1 hM1, Fluo-8 calcium fluorescence, agonist mode; 0% DMSO, 100% acetylcholine EC100; activation, % at 3 µM; actives 0.33% (n = 360,000); AID 588814;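 active means activation above the run's mean compound activation plus 3 SD, cut at about 16% in these data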;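 further: peak over basal fluorescence ratio within a 140 s kinetic read after compound addition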
TAAR1 ag – human TAAR1 agonism | CHO RD-HGA16 TAAR1, Fluo-8 calcium fluorescence; vehicle wells 0%, saturating PEA agonist 100% | actives 0.99% (n = 360,000) | activation, % at 3 µM | AID 624467 | Q96RJ0;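 active means activation above the mean activation of all test compounds in the run plus 3 SD, cut at about 38% in these data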
Target sequence (Q96RJ0 whole entry, looked up): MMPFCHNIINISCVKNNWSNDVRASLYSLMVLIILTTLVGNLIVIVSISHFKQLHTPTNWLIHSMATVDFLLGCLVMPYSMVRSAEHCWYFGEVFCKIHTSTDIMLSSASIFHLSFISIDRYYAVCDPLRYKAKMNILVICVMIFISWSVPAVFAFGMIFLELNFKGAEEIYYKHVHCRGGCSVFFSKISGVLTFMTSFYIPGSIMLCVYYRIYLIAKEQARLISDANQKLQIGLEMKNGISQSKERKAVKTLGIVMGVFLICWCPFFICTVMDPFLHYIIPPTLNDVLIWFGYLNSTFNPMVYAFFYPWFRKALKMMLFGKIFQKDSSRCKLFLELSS
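Test system: RD-HGA16 (CHO) cells co-expressing Gα16 and hTAAR1; dosing: one-point dosing at 3 µM (nominal); timing: 17-24 h seeding, 75 min 37 °C dye, 30 min RT; signal: kinetic Fluo-8 calcium fluorescence; read-out basis: % activation relative to PEA EC100 response; controls: DMSO and PEA EC100; replicates: n 1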
CHO-K1 Ca antag – nonselective inhibitor or artifact in parental CHO-K1 cells; ATP-induced calcium, Fluo-8 fluorescence; inhibition, % at 3 µM; actives 0.6% (n = 360,000); AID 602250;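 active means inhibition above a per-plate cutoff, the plate's mean sample inhibition plus 3 SD, cut at about 24% in these data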;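 further: 0% = DMSO plus EC80 ATP and 100% = DMSO alone without ATP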
M1 ag parental – nonselective activator or artifact in parental CHO-K1 cells. activation, % at 3 µM. AID 602248. Fluo-8 calcium fluorescence; scaled to maximal ATP response, vehicle zero. actives 0.48% (n = 360,000); in the data active means activation above about 15%;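 further: untransfected CHO-K1 host cells lacking M1 receptor as counterscreen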
CHO-K1 Ca PAM – M1 PAM counterscreen hit in parental CHO-K1 cells. activation, % at 3 µM. actives 0.02% (n = 360,000). AID 602247. ATP EC20, Fluo-8 calcium fluorescence; 0% at ATP EC20, 100% at ATP max;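 active means activation above the run cutoff, the mean activation of all test compounds plus 3 SD, cut at about 40% in these data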;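 further: peak over basal fluorescence ratio in a 140 s read after ATP addition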
CHO parental Ca – counter-screen for OX1R antagonists: effect in parental CHO cells; inhibition, % at 5.6 µM; parental CHO-K1, ATP-induced calcium, Fluo-8 fluorescence; actives 0.63% (n = 330,000);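 active means inhibition above that plate's mean sample inhibition plus 3 SD, cut at about 26% in these data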;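 further: 0% = ATP-challenged DMSO wells and 100% = DMSO wells without ATP; some compounds past the cut are filed as inactive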
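Material: parental CHO cells / Compound: single nominal dose of 5.6 µM per compound / Signal: Fluo-8 fluorescence / Replicates: singlicate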
TAAR1 antagonist – antagonists of human TAAR1; Q96RJ0; CHO RD-HGA16 TAAR1, Fluo-8 calcium fluorescence, antagonist; inhibition, % at 3 µM; actives 1.5% (n = 360,000); AID 624466;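 active means inhibition above a per-plate cutoff, the mean inhibition of test compounds on that plate plus 3 SD, cut at about 49% in these data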;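 further: 0% = DMSO plus EC80 beta-PEA response and 100% = DMSO alone without agonist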
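Material: CHO RD-HGA16 cells bearing hTAAR1; compound dosing: one-point dosing, 3 µM nominal final; schedule: dye loading 75 min at 37 °C, then 30 min room temperature; measured by: calcium fluorescence with Fluo-8; control set: vehicle and agonist controls; replication: n of 1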
The depositor's hits bear a star; / = no result given. Hits appear at their usual frequency. About 3.3% of those tested had a hit in this group.

SMILES | V1aR counter | OXTR potentiator | CHRM1 agonist | TAAR1 ag | CHO-K1 Ca antag | M1 ag parental | CHO-K1 Ca PAM | CHO parental Ca | TAAR1 antagonist
COc1ccc(/C=N/NC(=S)Nc2cc(S(=O)(=O)N3CCOCC3)ccc2N2CCOCC2)cc1O | -0.6 | -7 | 8 | 4 | -7 | 3.2 | 18 | -15 | 23
CCn1c2ccc(Cl)cc2c2nc3ccccc3nc21 | -0.9 | 3 | / | 5 | / | / | / | -16 | -1
COC(=O)c1cc2occc2n1CC(=O)Nc1ccc(OC)c(OC)c1OC | 0.1 | -7 | -2 | 9 | -22 | 0.6 | 12 | -1 | 8
CCOc1ccc2nc(NS(=O)(=O)Cc3ccccc3)sc2c1 | -0.7 | -2 | 1 | 2 | -4 | -0.2 | 4 | -13 | 6
COc1ccc(Nc2nc3c([nH]2)c(=O)[nH]c(=O)n3C)cc1 | 0.5 | 6 | -6 | 28 | 3 | -0.1 | -11 | 0 | 0
Cc1ccccc1CNC(=O)c1ccc2nc(N3CCOCC3)sc2c1 | 1.9 | -3 | -3 | 3 | -9 | 1.6 | 21 | -19 | 12
CC(C)C[C@H](N)c1nnc(S(=O)(=O)Cc2ccc(F)cc2)o1 | 0.8 | -5 | -2 | / | 19 | 0.0 | -6 | 13 | /
Cc1ccc(S(=O)(=O)c2c(C)cc(C)nc2Cl)cc1 | -0.2 | -7 | -5 | 8 | -1 | 0.5 | 9 | -8 | -2
COc1ccc(C(=O)OCC(=O)Nc2sccc2C(N)=O)cc1[N+](=O)[O-] | 8.0 | -9 | -2 | 29 | -8 | 9.0 | 4 | -16 | 55*
OC(Cc1cccnc1)c1ccccc1 (configuration not stated) | / | / | 0 | 1 | -1 | 0.4 | 7 | / | -4
CN1C(=O)/C(=C\c2cc(Br)cs2)c2ccccc21 | 1.5 | -6 | -6 | 2 | -3 | -0.7 | 17 | -24 | -3
Cc1c2cnn(-c3ccccc3)c(=O)c2c(C)n1CCCC(=O)N1CCN(C2CCCCC2)CC1 | -0.3 | -11 | 38* | -2 | -12 | 0.7 | 16 | -13 | -8
Cc1ccc(S(=O)(=O)NC(C)CCc2ccccc2)cc1C(N)=O (configuration not stated) | 11 | -20 | -4 | 3 | -10 | 6.5 | 16 | -8 | 0
O=C(COc1ccccc1)N/N=C/c1ccc(O[C@@H]2O[C@H](CO)[C@@H](O)[C@H](O)[C@H]2O)cc1 | 0.8 | -5 | -5 | 1 | -1 | 2.3 | 15 | -8 | 5
CCc1ccc(OCC(=O)N/N=C/c2ccc(OS(=O)(=O)c3ccc(C)cc3)c(OC)c2)cc1 | 1.8 | -6 | -8 | 7 | 0 | 0.9 | 16 | -19 | -13
O=C(NCCc1ccccc1)c1cc2sccc2n1Cc1ccccc1 | 0.3 | -12 | -4 | 6 | -5 | 0.5 | 9 | -11 | -24
O=C(O)c1ccccc1NC(=O)C1CCN(S(=O)(=O)c2cccc3nsnc23)CC1 | 0.1 | 1 | -1 | -1 | -8 | -0.3 | 10 | -3 | -36
COc1ccc2sc(N(CCCN(C)C)C(=O)c3ccc(S(=O)(=O)N4CCCC4)cc3)nc2c1 | 2.1 | -5 | -6 | 12 | -18 | 3.8 | 16 | -11 | -33
CCc1c(C)sc(NC(=O)OC)c1C(=O)N1CCCCC1 | 0.8 | -6 | -3 | 1 | -10 | 0.2 | 9 | -5 | 18
CC1C(=O)N(Cc2cn(CC3CCCCC3)nn2)CCS(=O)(=O)N1Cc1ccc(-c2ccc(F)nc2)cc1 (configuration not stated) | / | / | -2 | -1 | -15 | -0.3 | 19 | / | -7
Cc1cccc(NC(=O)C2c3ccccc3Oc3ccccc32)n1 | -0.8 | -11 | -10 | 3 | -10 | 0.8 | 20 | -18 | -5
Cc1ccc2[nH]c(CN3CCC(CO)(CC4CCCCO4)CC3)c(C)c2c1 (configuration not stated) | 3.6 | -3 | -8 | 6 | -3 | 0.9 | -3 | -24 | -9
NC(=O)CN1CCOCCOCCN(CC(N)=O)CCOCCOCC1 | 0.7 | -12 | 0 | 14 | 49* | 1.5 | -2 | -2 | -4
Cc1ccc(NC(=O)CC2SC(=NCC3CCCO3)NC2=O)cc1Cl (configuration not stated) | -0.5 | 1 | -5 | 10 | -8 | 0.6 | 26 | 1 | -11
c1ccc2c(c1)c1c(c3ccccc32)CN2CCCC2C1 (configuration not stated) | / | / | -7 | 1 | -13 | 0.7 | 18 | / | -6
OC(c1ccc(F)cc1)c1nc(-c2cnc3ccccc3c2)cs1 (configuration not stated) | / | / | 1 | 5 | -7 | 1.7 | -6 | / | 7
C=CC[C@@H](CC(=O)N(CCO)Cc1ccccc1)C(=O)NCCOC(=O)[C@H](CC=C)CC(=O)OC(C)(C)C | 1.1 | -6 | -2 | 6 | 0 | 0.7 | 6 | -12 | -1
CCOc1ccccc1CNC(=O)Cn1ccc2cc(S(=O)(=O)N3CCC(C)CC3)ccc21 | -0.9 | -16 | -3 | / | -17 | 1.3 | 15 | -17 | /
O=C(Nc1ccc(-c2n[nH]c(=S)o2)cc1)c1ccccc1 | 0.9 | -3 | 3 | 8 | 6 | 7.0 | 7 | -8 | -14
Cc1ccc(CNC(=O)c2cc(S(=O)(=O)N3CCCC3)cn2C)cc1 | 1.4 | -1 | 0 | 3 | 6 | 2.5 | 6 | -9 | -8
CCC(C)N(C(=O)COC(=O)c1cn(CC)c2nc(C)ccc2c1=O)C1CCS(=O)(=O)C1 (configuration not stated) | 1.3 | -8 | 0 | 1 | 3 | 0.3 | -5 | 4 | -11
CCOc1ccc(CO[C@@H]2O[C@H](CO)[C@@H](O)[C@H](O)[C@H]2NC(C)=O)cc1OC | / | / | 0 | 1 | -3 | 5.3 | 12 | / | -12
COc1ccc(CN(C)C(=O)CCN=C2NS(=O)(=O)c3ccccc32)c(OC)c1 | 0.8 | -4 | -1 | 0 | -13 | 1.6 | 12 | -2 | 9
CC1(C)OC(c2ccccc2)=C/C(=C\C=N\NC(=O)c2ccncc2)O1 | -1.1 | -2 | -8 | 0 | -7 | 2.5 | 3 | -15 | -12
COc1ccc(/C=C/C(=O)NCCCN2CCCCCC2)cc1 | -1.2 | 1 | -9 | -2 | 2 | 0.2 | 3 | -14 | 4
COc1ccc(NC(=O)Nc2cccc3c2O[C@H](CN(C)C(=O)Nc2ccc4c(c2)OCO4)[C@@H](C)CN([C@H](C)CO)C3=O)cc1 | 0.6 | -1 | -4 | 17 | -5 | 4.3 | -8 | -17 | 65*
c1ccc(-c2nnc3n2N=C(c2ccc4c(c2)OCO4)CS3)nc1 | -0.6 | 0 | -2 | 6 | -6 | -0.8 | 8 | 0 | 2
Cc1cc(C)n(C(=O)c2cccc(S(=O)(=O)N3CCOCC3)c2)n1 | -1.2 | -10 | -3 | 1 | 6 | 0.2 | 20 | -13 | -13
O=C(Nc1ncn[nH]1)c1cccc(S(=O)(=O)N2CCOCC2)c1 | 1.8 | -11 | -5 | 3 | 8 | 0.1 | -10 | -9 | 10
Cc1ccccc1N=Nc1ccc(O)c2ncccc12 | -0.5 | -3 | -2 | 4 | 14 | -0.1 | -5 | 44 | 13
CC(OC(=O)CNS(=O)(=O)/C=C/c1ccccc1)C(=O)Nc1ccc(S(=O)(=O)N2CCCC2)cc1 (configuration not stated) | 0.1 | -4 | -13 | 4 | -4 | 1.8 | 18 | -16 | -11
O=C(NCc1cc(C(F)(F)F)cc(C(F)(F)F)c1)C1CC(c2cccc([N+](=O)[O-])c2)=NO1 (configuration not stated) | 0.8 | -1 | -5 | 3 | -10 | 1.1 | 4 | 4 | 9
CCOC(=O)C(O)(NC(=O)c1cccnc1)C(F)(F)F (configuration not stated) | 0.3 | -3 | -2 | 6 | -11 | 1.0 | 16 | -11 | 1
CCN(CC)C(=O)[C@H]1C[C@H](CC(=O)NCCc2ccccn2)C(=O)N2CCc3c([nH]c4cc(-c5ccco5)ccc34)[C@]12C | / | / | -2 | 7 | -14 | -0.5 | 2 | -23 | -3
CC(C)N(C(=O)Cn1c(SCC(=O)NCc2ccc3c(c2)OCO3)nc2ccccc21)C(C)C | -0.5 | -9 | -4 | 9 | -4 | -0.4 | -1 | -13 | 0
Cc1ccc(NC(=O)c2sccc2C)cc1[N+](=O)[O-] | 0.1 | 0 | -4 | 0 | -7 | 0.5 | 22 | -13 | -4
O=C(CCNS(=O)(=O)c1cccs1)NCc1cccs1 | -0.8 | -8 | -2 | 14 | -9 | 0.2 | 13 | -15 | 12

Nine entries from above, sorted by length of the SMILES, low to high:
SMILES | V1aR counter | OXTR potentiator | CHRM1 agonist | TAAR1 ag | CHO-K1 Ca antag | M1 ag parental | CHO-K1 Ca PAM | CHO parental Ca | TAAR1 antagonist
CCOC(=O)C(O)(NC(=O)c1cccnc1)C(F)(F)F (configuration not stated) | 0.3 | -3 | -2 | 6 | -11 | 1.0 | 16 | -11 | 1
Cc1ccc(NC(=O)c2sccc2C)cc1[N+](=O)[O-] | 0.1 | 0 | -4 | 0 | -7 | 0.5 | 22 | -13 | -4
O=C(Nc1ncn[nH]1)c1cccc(S(=O)(=O)N2CCOCC2)c1 | 1.8 | -11 | -5 | 3 | 8 | 0.1 | -10 | -9 | 10
CC1(C)OC(c2ccccc2)=C/C(=C\C=N\NC(=O)c2ccncc2)O1 | -1.1 | -2 | -8 | 0 | -7 | 2.5 | 3 | -15 | -12
CC(C)N(C(=O)Cn1c(SCC(=O)NCc2ccc3c(c2)OCO3)nc2ccccc21)C(C)C | -0.5 | -9 | -4 | 9 | -4 | -0.4 | -1 | -13 | 0
CCC(C)N(C(=O)COC(=O)c1cn(CC)c2nc(C)ccc2c1=O)C1CCS(=O)(=O)C1 (configuration not stated) | 1.3 | -8 | 0 | 1 | 3 | 0.3 | -5 | 4 | -11
O=C(NCc1cc(C(F)(F)F)cc(C(F)(F)F)c1)C1CC(c2cccc([N+](=O)[O-])c2)=NO1 (configuration not stated) | 0.8 | -1 | -5 | 3 | -10 | 1.1 | 4 | 4 | 9
CCN(CC)C(=O)[C@H]1C[C@H](CC(=O)NCCc2ccccn2)C(=O)N2CCc3c([nH]c4cc(-c5ccco5)ccc34)[C@]12C | / | / | -2 | 7 | -14 | -0.5 | 2 | -23 | -3
COc1ccc(NC(=O)Nc2cccc3c2O[C@H](CN(C)C(=O)Nc2ccc4c(c2)OCO4)[C@@H](C)CN([C@H](C)CO)C3=O)cc1 | 0.6 | -1 | -4 | 17 | -5 | 4.3 | -8 | -17 | 65*
